Source: PubChem BioAssay
EPAC1 agonist – qHTS for Agonist of cAMP-regulated guanine nucleotide exchange factor 3 (EPAC1): primary screen. Rap guanine nucleotide exchange factor 3 (Homo sapiens), O95398. EPAC1 agonist qHTS, biochemical assay; response scale: 100% = response to 6.5 mM cAMP. Potency, µM (titrated, usually from 154 µM), inactives show at the highest dose activation, most hits filed as activators. hit rate 0.073% among 360,000. AID 720707, 2013; note: potency is the fitted concentration of half-maximal effect; nearly all actives have a fitted effect of over 60% in size
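Compounds were pinned as a concentration titration into mixtures of EPAC1 (100 nM), BODIPY-GDP-loaded Rap1B (250 nM) and GDP (50 uM). After 5 min at room temperature, fluorescence was followed for 30 min; activity was scaled to 6.5 mM cAMP.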
Abeta rescue – qHTS for compounds that reverse cellular toxicity of Amyloid beta (A-beta) peptide in yeast: Primary Screen | yeast expressing A-beta42, growth rescue, OD600, 48 h; response scale: 0% DMSO, 100% iron-clioquinol control | Potency, µM (highest dose often 46.1 µM), for inactives: at the top dose growth rescue, hits mostly activators | hit rate 0.063% among 410,000; note: potency is the fitted concentration of half-maximal effect; nearly all actives have a fitted effect of over 55% in size
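Growth rescue measured by 600 nm absorbance after 48 h yeast culture at 30 C with compound. Values normalized between DMSO and an equimolar ferric chloride plus clioquinol control.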
PI5P4K alpha inh – qHTS for Inhibitors of phosphatidylinositol 5-phosphate 4-kinase (PI5P4K) | Phosphatidylinositol 5-phosphate 4-kinase type-2 alpha (Homo sapiens), P48426 | PI5P4Kalpha enzyme, ADP-Glo luminescence, 60 min; active compounds read low | max response, % | hit rate 1.2% among 330,000; active = max response of -50% or lower; inconclusive = between -30% and -50%; inactive = -30% or higher; note: value at the top dose of about 77 µM; % is set by controls: 0 for no effect and ±100 for the full control effect
Target sequence (P48426 whole entry, looked up): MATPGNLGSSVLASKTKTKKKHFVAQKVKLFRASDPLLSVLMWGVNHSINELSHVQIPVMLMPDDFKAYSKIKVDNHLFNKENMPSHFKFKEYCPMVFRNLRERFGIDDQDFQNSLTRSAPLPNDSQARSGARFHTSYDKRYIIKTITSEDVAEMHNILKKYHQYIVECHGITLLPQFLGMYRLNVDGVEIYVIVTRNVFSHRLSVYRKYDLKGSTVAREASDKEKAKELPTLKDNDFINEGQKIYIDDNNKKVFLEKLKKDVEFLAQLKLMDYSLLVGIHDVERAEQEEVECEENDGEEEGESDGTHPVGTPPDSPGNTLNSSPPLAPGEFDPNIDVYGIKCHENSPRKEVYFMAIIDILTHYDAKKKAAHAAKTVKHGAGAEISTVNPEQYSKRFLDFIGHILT
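Luminescence from ADP-Glo served as readout of PI5P4Kalpha activity in a qHTS format. Reaction: enzyme, substrate, compound, ATP at 5 microM final, 60 min at RT.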
IL2 activator – qHTS of IL-2 Activators. IL-2 activation reporter assay, cell-based qHTS; stimulated with anti-CD3/CD4/CD28 beads; in transgenic mouse T cells. activation, % (series mostly up to about 46 µM). hit rate 0.065% among 360,000; in the data active = activation above about 50%; inconclusive = mostly about 30% to 49%; note: 0% is about no effect
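Readout is EGFP and DsRed signal by fluorescent plate cytometry after 18 h at 37 degrees C. Transgenic mouse T cells (750/well) received compound for 60 min before bead stimulation (anti-CD3, anti-CD4, anti-CD28); memory T cells served as non-tolerant control.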
PLK1 PBD block – qHTS for Inhibitors of PLK1-PDB (polo-like kinase 1 - polo-box domain): Primary Screen | hit rate 2.8% among 360,000 | Potency, µM, without a hit: max response, negative = inhibition, actives largely listed as inhibitors | Plk1 PBD binding of FITC phosphopeptide, fluorescence polarization; note: potency is the fitted concentration of half-maximal effect; series mostly up to about 57 µM; % is set by controls: 0 for no effect and ±100 for the full control effect; nearly all actives have a fitted effect of over 65% in size
Target sequence (P53350 whole entry, looked up, the tested form may be a part): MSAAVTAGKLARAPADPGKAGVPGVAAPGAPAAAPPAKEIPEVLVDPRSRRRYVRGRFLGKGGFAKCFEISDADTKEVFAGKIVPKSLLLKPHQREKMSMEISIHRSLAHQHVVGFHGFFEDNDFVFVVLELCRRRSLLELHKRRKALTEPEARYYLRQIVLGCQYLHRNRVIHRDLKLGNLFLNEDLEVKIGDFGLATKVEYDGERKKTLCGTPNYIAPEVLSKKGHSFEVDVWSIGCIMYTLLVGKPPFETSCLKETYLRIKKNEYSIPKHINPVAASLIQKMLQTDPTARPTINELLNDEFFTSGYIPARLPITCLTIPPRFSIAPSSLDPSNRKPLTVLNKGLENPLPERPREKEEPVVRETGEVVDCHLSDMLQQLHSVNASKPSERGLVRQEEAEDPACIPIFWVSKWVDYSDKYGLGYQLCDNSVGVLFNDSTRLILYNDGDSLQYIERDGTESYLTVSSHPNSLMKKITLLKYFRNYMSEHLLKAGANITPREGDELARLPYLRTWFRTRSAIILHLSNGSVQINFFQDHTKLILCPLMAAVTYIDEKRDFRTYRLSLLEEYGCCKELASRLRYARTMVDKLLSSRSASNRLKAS
EPAC1 antagonist – qHTS for Antagonist of cAMP-regulated guanine nucleotide exchange factor 3 (EPAC1): primary screen. EPAC1 GEF assay, Rap1b-BODIPY-GDP exchange fluorescence. Potency, µM (highest dose often 115 µM), for the others: at the top dose activity change, negative = inhibition, most hits filed as inhibitors. hit rate 0.14% among 360,000. AID 720709, 2013;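 note: potency is the fitted concentration of half-maximal effect; plate controls were vehicle for no effect and positive control for full effect; nearly all actives have a fitted effect of over 50% in size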
FUS yeast rescue – qHTS for Suppressors of FUS Proteinopathy: Primary screen using FUS-linked yeast assay | hit rate 0.24% among 390,000 | AID 1347120, 2019 | S. cerevisiae FUS-expressing, growth rescue, OD600, 24 h | Potency, µM (doses to about 76.6 µM), without a hit: at the top dose growth rescue (activation), hits mostly activators;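 note: potency is the fitted concentration of half-maximal effect; plate controls were DMSO vehicle for no effect and reference control for full effect; nearly all actives have a fitted effect of over 55% in size; some results filed as inactive show a strong effect at the top dose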
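Absorbance at 600 nm, taken 24hr after compound addition, measured rescue of FUS-yeast growth at 30C. Induction used 2% galactose with seeding at OD 0.005. Controls: CP55940 from 92uM final, DMSO only.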
WRN inhibitor – qHTS for Inhibitors of WRN Helicase. WRN helicase unwinding, fluorescent forked duplex, kinetic. Bifunctional 3'-5' exonuclease/ATP-dependent helicase WRN (Homo sapiens), Q14191. Potency, µM (top dose mostly 114 µM), without a hit: at the top dose activity change, negative = inhibition, hits mostly inhibitors. hit rate 0.46% among 360,000; note: potency is the fitted concentration of half-maximal effect; % is set by controls: 0 for no effect and ±100 for the full control effect; nearly all actives have a fitted effect of over 55% in size
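Primary qHTS, 1536-well format. 20 nM WRN + compound, 15 min RT; start with 100 nM forked fluorophore/quencher duplex, 2 mM ATP (final); kinetic read ex 525/em 598 nm.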
* marks the source's active call; other numbers are inactive results; ? = inconclusive; nt = not tested or not shown; [ ] = dose if it differs, or a comment. Unless noted, calls come from the whole dose curve; as a rule, active = well fitted curve in the direction sought with a large enough effect; inconclusive = small, poorly fitted or top-dose-only effect, or another doubt; inactive = no such curve, though single readings can be large; an effect the other way counts as inactive or inconclusive. Not a hit list; about 4.1% have a hit in one of these screens.

SMILES	EPAC1 agonist	Abeta rescue	PI5P4K alpha inh	IL2 activator	PLK1 PBD block	EPAC1 antagonist	FUS yeast rescue	WRN inhibitor
Clc1ccc(CNCCC2=CCCCC2)cc1	9%	0%	nt	-3.4	-9%	-12%	12%	0%
COc1ccc(C2C(C(=O)c3sc(C)nc3C)=C(O)C(=O)N2CCN(C)C)cc1OC (centres undefined)	0%	-8%	-3	-1.9	-6%	16%	-18%	-23%[57.1 µM]
COc1cccc(C(c2nnnn2C(C)(C)C)N2CCN(C/C=C/c3ccccc3)CC2)c1OC (centres undefined)	-7%	1%	-3	-1.0	1%	-9%	13%	-11%
Cc1cccc2sc(NC(=O)C3CSC4(C)CCC(=O)N34)nc12 (centres undefined)	0%	5%	-1	-2.4	-4%	1%	16%	4%
O=C(OCc1cc(=O)n2ccsc2n1)c1ccc(O)cc1O	-2%	7%	-24	0.6	-2%	1%	-17%	-3%
S=C(Nc1ccc2c(c1)OCCO2)Nc1ccccc1Cl	2%	?	-6	-0.1	-26%	3%	9%	3%
C/C(=N\NC(=O)c1cccc(C)c1O)c1ccc(NC(=O)Cc2ccccc2)cc1	1%	10%	2	-3.5	-7%	4%	nt	-13%
CCOC(=O)/C=C(\C)N1N=C(c2ccccc2)CC1c1ccccc1 (centres undefined)	11%	6%	8	1.0	1%	-2%	-22%	-5%
Cc1ccc(C)c(S(=O)(=O)N(C)Cc2cccs2)c1	11%	9%	4	-2.0	3%	-24%	nt	-12%
COc1cc(C2Nc3ccccc3C(=O)N2c2ccccc2OC)ccc1O (centres undefined)	0%	-5%	6	0.4	-7%	0%	43%	3%
COCCNCCCOc1ccc(C)cc1Br	-2%	-3%	6	-1.9	-9%	4%	-8%	2%
O=S(=O)(NCC1CCCO1)c1ccc(Oc2ccccc2)cc1 (centres undefined)	4%	24%	nt	0.5	-10%	-1%	27%	11%
CN(Cc1ccccc1)c1cc2c(c3c1ccn3C)C1CCC2C1 (centres undefined)	-3%	17%	0	1.5	4%	12%	25%	3%
C=CCn1c(SCc2ccc([N+](=O)[O-])cc2)nnc1C(C)NC(=O)c1ccccc1 (centres undefined)	-1%	-9%	nt	-2.5	-1%	-2%	-8%	-8%
Cc1cc(C)c(C(=O)O)c(CC(C)(C)C(=O)O)c1	9%	-17%	-1	-0.9	-5%	-8%	-5%	-2%
CC(=O)NCCc1nc2cc(NC(=O)c3ccc([N+](=O)[O-])cc3)ccc2n1C	5%	-30%	6	0.6	-20%	0%	15%	11%
O=C(COC(=O)c1ccncc1)c1ccc(Cl)c(Cl)c1	-2%	-14%	2	4.7	1%	18%	4%	-1%
CC1CCN(C(=O)CSc2nnc(-c3cccnc3)o2)CC1	6%	11%	-2	-0.2	-5%	-14%	2%	4%
O=C(c1cnc2n(c1=O)CCS2)N1CCc2ccccc21	-14%	-5%	7	0.8	-19%	6%	-17%	-2%
COc1cccc(OC)c1C(=O)NC(=O)Nc1c(F)cc(F)cc1F	0%	-2%	5	4.3	-2%	-13%	0%	-10%
O=C(O)c1cc(-c2ccc(O)cc2)on1	1%	-8%	-10	-2.3	2%	-6%	5%	-1%
Cc1ccc(S(=O)(=O)Nc2ccc3[nH]ccc3c2)cc1	-6%	9%	0	-0.5	5%	2%	3%	-1%
CCN(CC)C(=O)c1sc(NC(=S)N2CCN(C(=O)C3CCCO3)CC2)c(C(=O)OC)c1C (centres undefined)	-7%	2%	-7	-2.8	-21%	-18%	17%	11%
O=C(/C=C/c1ccc(F)cc1)NCc1ccco1	0%	-9%	-30	-0.1	-1%	0%	nt	-17%
Clc1ccc2scc(CN3CCCC3)c2c1	7%	8%	5	0.4	2%	1%	-2%	-6%
OC(CNCCCCNCC(O)C(F)(F)F)C(F)(F)F (centres undefined)	-1%	-2%	1	1.0	-5%	-10%	-7%	3%
N=c1ncn(C2OC(CO)C(O)C2O)c2nc(Br)[nH]c12 (centres undefined)	-11%	0%	-1	-2.6	0%	1%	-3%	6%
CCCC(C(=O)Nc1ccc(C)c(S(=O)(=O)N2CCOCC2)c1)c1ccccc1 (centres undefined)	?	11%	2	0.9	-1%	-19%	30%	-7%
O=C(CC12CC3CC(CC(C3)C1)C2)NC(=S)N1CCCCC1	3%	15%	-1	-0.2	-22%	-6%	nt	0%
CC(CNCc1ccc2c(c1)OCO2)NCc1ccc2c(c1)OCO2 (centres undefined)	-1%	1%	3	-2.1	-1%	12%	-30%	6%
Cc1ccc(-c2nn3c(C)nnc3s2)cc1NC(=O)CSc1ccc(Cl)cc1	-4%	3%	nt	1.3	-27%	11%	11%	-3%
COCCc1ncc(CN2CCC(C(=O)Nc3ccc(-n4cccn4)cc3)CC2)cn1	3%	-5%	-5	-3.7	4%	-5%	nt	-23%
CCOC(=O)N1CCC(NC(=O)Cn2cc3c(n2)CCCCC3)CC1	5%	-7%	-1	-2.5	-25%	-6%	-11%	1%
O=C(CCc1nc2ccccc2s1)N1CCN(S(=O)(=O)c2cccs2)CC1	0%	-3%	-6	-2.2	?	-2%	31%	2%
C/C(=N\NC(=O)c1nnn(-c2nonc2N)c1CN1CCC(C)CC1)c1cccc(Br)c1	-6%	-16%	1	0.0	-4%	-5%	-9%	1%
C=C(C)[C@@H]1CC=C(C(=O)O)CC1	-9%	-22%	-6	-0.3	0%	-4%	-24%	1%
O=C(COC(=O)[C@H](Cc1c[nH]c2ccccc12)NC(=O)c1ccc(Cl)cc1)Nc1ccc2c(c1)OCO2	3%	18%	nt	-2.1	2%	-23%	40%	-7%
CN1C(=O)CCC2(c3ccccc3)CC=C(O)C=C12 (centres undefined)	0%	-30%[inhibitor]	4	1.0	-7%	-12%	8%	10%
CCOC(=O)c1cc(-c2nnc(-c3ccc(Cl)cc3)o2)c(C)nc1C	2%	-25%	-6	2.6	-10%	-3%	-18%	-1%
O=C(NCCc1ccccc1)c1ccc(NS(=O)(=O)c2ccc3[nH]c(=O)[nH]c3c2)cc1	-4%	4%	2	-0.4	-8%	-12%	-6%	-23%
CCN1CCN(CCC(=O)Nc2ccccc2C)CC1	0%	2%	-11	0.8	?	6%	-9%	5%
Cc1ccc(OCC(=O)N2CCN(S(=O)(=O)c3ccc(Cl)s3)CC2)cc1C	15%	19%	0	-0.8	-7%	-8%	42%	-7%
C[C@H]1CN([C@@H](C)CO)C(=O)CCCn2nncc2CO[C@H]1CN(C)S(=O)(=O)c1ccc(C#N)cc1	-6%	-4%	2	1.2	-10%	11%	-16%	-3%
COc1ccc(C2C(C(N)=O)=C(C)Nc3nc(-c4ccccc4Cl)nn32)c(OC)c1 (centres undefined)	2%	-6%	-12	-0.6	-24%	-16%	14%	-3%
COc1cc(OC)c(C2=NOC(C(=O)NCc3ccc4c(c3)OCO4)C2)cc1Cl (centres undefined)	19%	32%	nt	-0.2	2%	-3%	14%	-17%
CN1CCN(C(=O)c2cccn(Cc3c(Cl)cccc3Cl)c2=O)CC1	-4%	0%	-5	-3.6	6%	-10%	-4%	6%
C=CCn1c(C)cc(/C([O-])=C(/C(=S)Nc2ccc(OC(F)F)cc2)[n+]2ccc(N(C)C)cc2)c1C	-1%	-2%	2	0.0	-13%	-10%	41%	1%
O=C(NCCCN1CCCC1)c1ccc(CS(=O)(=O)c2c(Cl)cccc2Cl)o1	-8%	3%	2	-3.3	-10%	-15%	6%	2%
CC/C(C)=N\Nc1nc(-c2cc3cc(OC)ccc3oc2=O)cs1	4%	-22%	-21	-0.8	-23%	11%	?	-11%
Cc1cc(=O)[nH]c(NN=C2CCC(C(C)(C)C)CC2)n1 (centres undefined)	-4%	0%	4	3.9	-3%	-7%	-32%	5%

Brought forward from above: five compounds, followed by the next part.
SMILES	EPAC1 agonist	Abeta rescue	PI5P4K alpha inh	IL2 activator	PLK1 PBD block	EPAC1 antagonist	FUS yeast rescue	WRN inhibitor
CN1CCN(C(=O)c2cccn(Cc3c(Cl)cccc3Cl)c2=O)CC1	-4%	0%	-5	-3.6	6%	-10%	-4%	6%
C=CCn1c(C)cc(/C([O-])=C(/C(=S)Nc2ccc(OC(F)F)cc2)[n+]2ccc(N(C)C)cc2)c1C	-1%	-2%	2	0.0	-13%	-10%	41%	1%
O=C(NCCCN1CCCC1)c1ccc(CS(=O)(=O)c2c(Cl)cccc2Cl)o1	-8%	3%	2	-3.3	-10%	-15%	6%	2%
CC/C(C)=N\Nc1nc(-c2cc3cc(OC)ccc3oc2=O)cs1	4%	-22%	-21	-0.8	-23%	11%	?	-11%
Cc1cc(=O)[nH]c(NN=C2CCC(C(C)(C)C)CC2)n1 (centres undefined)	-4%	0%	4	3.9	-3%	-7%	-32%	5%
COc1ccccc1CNS(=O)(=O)N(C)C	9%	-14%	-18	0.5	21µM*	5%	15%	-29%
COc1cc(CN2C[C@@H](CO)O[C@@H](n3cnc4c(N5CCOCC5)ncnc43)C2)cc(OC)c1OC	-14%	2%	5	-0.2	0%	-8%	7%	-1%
COc1ccc(CNC(=O)C(=O)c2cn(CC(=O)N3CCCC3)c3ccccc23)cc1	6%	-2%	1	-1.5	-3%	-8%	nt	-35%
CC1(C)CC(NC(=O)C2CCN(S(=O)(=O)c3cccc(C(F)(F)F)c3)CC2)CC(C)(C)N1	-2%	-2%	-1	1.2	0%	-6%	-10%	-5%
COc1ccc(CCNC(=O)Cc2cc(=O)[nH]c(=O)[nH]2)cc1OC	-7%	5%	0	-0.9	3%	10%	-22%	0%
O=S(=O)(Nc1ccc(-c2cn3ccccc3n2)cc1)c1ccccc1	5%	-7%	4	-1.4	-8%	-10%	25%	-8%
Nc1[nH]c(C(=O)c2ccccc2)c(-c2ccncc2)c1C(=O)NCCc1c[nH]c2ccccc12	2%	-10%	-3	-0.6	5%	-16%	0%	5%
O=C(OCC(=O)N1CCc2ccccc21)c1ccccn1	6%	-12%	-2	1.1	-10%	-21%	5%	0%
